Assay outcomes: PubChem BioAssay, National Center for Advancing Translational Sciences (NCATS)
HCV inh = HCV inhibition. Huh7.5.1 HCVcc-Cre infection, luciferase reporter, 44 h. Potency, µM (top dose mostly 41.8 µM), for the others: top-dose activity change, negative = inhibition, actives largely listed as inhibitors. 3.4% of 340,000 active. AID 651820; further: potency means the concentration at half of the fitted maximal effect; on the % scale 0 is the no-effect control and ±100 the full control effect
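Whole-lifecycle infectious HCVcc-Cre system; cells 1,000/well, compound then virus (~0.5 moi) added 4 h after plating, 44 h culture. Luciferase read 15 sec following 15 min substrate incubation, room temp.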
Tb PYK inh = blocks Trypanosoma brucei pyruvate kinase. AID 624173. Potency, µM (top dose mostly 76.8 µM), inactives show at the highest dose activity, negative = inhibition, usual class: inhibitors. Q57TT1. TbPYK enzyme, Kinase-Glo Plus ATP luminescence, 45 min. 0.12% of 410,000 active; further: potency means the concentration at half of the fitted maximal effect; on the % scale 0 is the no-effect control and ±100 the full control effect; nearly all actives have a fitted effect of over 50% in size
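Readout: single end-point luminescence (Kinase-Glo Plus, 10 min). Reaction conditions were TbPYK/substrate plus 130 uM ADP, 45 min at RT, pH 7.2 TEA buffer. No-enzyme wells served as controls, and data were normalized before concentration-response fitting.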
Pf growth 48h = P. falciparum growth inhibition at 48 hours (one generation); 5.9% of 310,000 active; P. falciparum luciferase growth in erythrocytes, 48 h; Potency, µM (highest dose often 28.7 µM), for the others: at the top dose activity change, negative = inhibition, usual class: inhibitors; further: potency means the concentration at half of the fitted maximal effect; on the % scale 0 is the no-effect control and ±100 the full control effect
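Cell-based growth assay: transgenic P. falciparum expressing firefly luciferase, cultured in red cells within RPMI 1640 containing 0.5% w/v Albumax, 24 mM bicarbonate and gentamycin. A drop in luciferase activity indicates inhibition.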
Pf growth 96h = inhibits malaria parasite growth, 96 h. P. falciparum luciferase reporter growth, 96 h. Potency, µM (doses to about 28.7 µM), inactives show at the top dose activity change, negative = inhibition, actives largely listed as inhibitors. 6.9% of 320,000 active; further: potency means the concentration at half of the fitted maximal effect; on the % scale 0 is the no-effect control and ±100 the full control effect
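P. falciparum expressing integrated firefly luciferase grown in erythrocytes (2% hematocrit, 0.05% parasitemia final) with compounds for 96 hours at 37 C, 5% CO2. Growth inhibition read as loss of luminescence after adding luciferase detection reagent.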
CHX counter = counter-screen hit for Shiga toxin inhibitors, cycloheximide; max response, %; cell reporter, cycloheximide protein synthesis inhibition counterscreen; AID 2314; 12% of 300,000 active; in the data active means max response mostly above about 13%, no sharp cut-off; inactive means mostly below about 14%; further: read at 38.3 µM for the half of the compounds with a filed dose; 0% is about no effect
LmPK inh = inhibitors of Leishmania mexicana pyruvate kinase; purified LmPK, Kinase-Glo ATP luminescence, 1 h; Potency, µM (series often up to 57.5 µM), inactives show at the top dose activity change, negative = inhibition, hits mostly inhibitors; 0.37% of 290,000 active; AID 1721; further: potency means the concentration at half of the fitted maximal effect; on the % scale 0 is the no-effect control and ±100 the full control effect
Target sequence (Q27686 whole entry, looked up): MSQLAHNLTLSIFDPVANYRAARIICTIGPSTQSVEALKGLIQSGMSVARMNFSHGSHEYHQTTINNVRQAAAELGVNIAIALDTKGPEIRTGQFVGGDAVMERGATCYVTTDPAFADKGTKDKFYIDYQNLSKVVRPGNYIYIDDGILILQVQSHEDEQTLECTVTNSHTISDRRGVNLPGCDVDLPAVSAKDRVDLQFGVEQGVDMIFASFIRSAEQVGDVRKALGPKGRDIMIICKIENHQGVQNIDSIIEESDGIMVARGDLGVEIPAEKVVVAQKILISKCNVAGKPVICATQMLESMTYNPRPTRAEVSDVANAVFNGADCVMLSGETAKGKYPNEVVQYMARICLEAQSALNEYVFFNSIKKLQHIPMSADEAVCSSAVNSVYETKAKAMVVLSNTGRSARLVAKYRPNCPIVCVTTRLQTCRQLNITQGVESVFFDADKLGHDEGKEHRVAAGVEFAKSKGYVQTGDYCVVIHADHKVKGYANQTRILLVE
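In 50 mM imidazole pH 7.2 with 7 mM MgCl2, LmPK (0.1 nM) turned over PEP (0.5 mM) and ADP (0.1 mM) for 1 h at room temperature. Luciferase read-out of ATP.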
Shiga toxin inh = blocks Shiga toxin action in Vero cells; Vero cells, Shiga toxin protein synthesis inhibition reporter; inhibition, % at 38.7 µM; 9.2% of 290,000 active; AID 2315; in the data active means inhibition mostly above about 28%, no sharp cut-off; inactive means mostly below about 43%; further: 0% is about no effect
* hit, by the source's call; ? = inconclusive; · = no result given; & = joins results of further samples; [ ] = remark or other dose. Unless noted, the call rests on the fitted dose curve; in most records, active means well fitted curve in the direction sought with a large enough effect; inconclusive means small, poorly fitted or top-dose-only effect, or another doubt; inactive means no such curve, though single readings can be large; an effect the other way counts as inactive or inconclusive.

SMILES	HCV inh	Tb PYK inh	Pf growth 48h	Pf growth 96h	CHX counter	LmPK inh	Shiga toxin inh
O=C(c1cc2nc(-c3ccccc3)cc(-c3ccccc3)n2n1)N1CCCC1	?	-7%	16%	24%	16	-3%	21
O=C(c1ccc(Cn2cc(Br)cn2)cc1)N1N=C(C(F)F)CC1(O)C(F)F (configuration not stated)	-5%	-6%	3%	-19%	-3	8%	-10
O=C1OCC/C1=C\c1ccc(O)cc1	15%	0%	76%[activator]	31%[activator]	-7	-1%	-6
c1ccc(-c2ccc(C3CCCN3)cc2)cc1 (configuration not stated)	2%	-5%	94%[activator]	75%[activator]	12	1%	52
COc1ccc(CNC(=O)CN(Cc2ccc(OC)cc2)C(=O)c2csnn2)cc1	0%	-2%	-3%	29%	0	-5%	-7
CS(=O)(=O)Nc1nc2n(n1)C(c1ccc(F)cc1)CC(c1ccccc1)N2 (configuration not stated)	-2%	4%	7%	8%	-1	-3%	3
Cc1ccc(C)c(N2CCN(C(=O)Cn3cccc3)CC2)c1	3%	0%	0%	16%	-3	1%	-14
CC1CN(C(c2cccs2)c2sc3ncnn3c2O)CC(C)O1 (configuration not stated)	-4%	-7%	-2%	?	-3	2%	-4
Cc1ccc(S(=O)(=O)C2(C(=O)N3CCN(c4ccccc4F)CC3)CC2)cc1	-2%	-1%	23%	-15%	-6	2%	-4
N=C1S/C(=C\c2ccco2)C(=O)N1c1nccs1	?	-6%	?	?	34*	-4%	59*
CC(C)(C)C(=O)/C=C/c1ccc(Oc2ccccc2)cc1	-4%	-3%	161%[activator]	47%[activator]	50*	-4%	120*
CCOC(=O)c1ccc(N2CN(C3CCCCC3)CNC2=S)cc1	-1%	-3%	-13%	-56%	-5	-4%	12

Three entries from above, ordered by formula weight, low to high.
SMILES	HCV inh	Tb PYK inh	Pf growth 48h	Pf growth 96h	CHX counter	LmPK inh	Shiga toxin inh
O=C1OCC/C1=C\c1ccc(O)cc1	15%	0%	76%[activator]	31%[activator]	-7	-1%	-6
Cc1ccc(C)c(N2CCN(C(=O)Cn3cccc3)CC2)c1	3%	0%	0%	16%	-3	1%	-14
O=C(c1cc2nc(-c3ccccc3)cc(-c3ccccc3)n2n1)N1CCCC1	?	-7%	16%	24%	16	-3%	21

Additional compounds.
SMILES	HCV inh	Tb PYK inh	Pf growth 48h	Pf growth 96h	CHX counter	LmPK inh	Shiga toxin inh
CCOc1ncccc1C(=O)N=C1SCCN1C(=O)c1cccnc1OCC	-24%	3%	?	0%	7	9%	-9
Cn1ccc(NC(=O)Nc2cccc(C(F)(F)F)c2)n1	-21%	-4%	-2%	20%[5.75 µM]	8	1%	32
O=C(COc1ccccc1[N+](=O)[O-])Nc1cccc(Cl)c1N1CCOCC1	?	2%	?	-22%	-1	-6%	-6
O=C(NCC(c1ccc(F)cc1)N1CCOCC1)c1ccc(C(=O)c2ccccc2)cc1 (configuration not stated)	2%	-4%	11%	?	1	8%	-4
CCOc1ccc2nc(N3CCC(C(=O)NCCCN4CCOCC4)CC3)sc2c1	?	4%	52%[activator]	8%	37*	4%	56*
COc1ccc(/C=N/NC(=O)CN(C)C(=O)OCc2ccccc2)cc1OC	3%	-3%	0%	?	-4	-5%	16
COc1ccccc1CC1C(=O)C2CCN1CC2 (configuration not stated)	-1%	2%	-5%	-1%	-4	-1%	0
O=C(COc1cc2oc(=O)c3c(c2cc1Cl)CCCC3)NCC1CCC(C(=O)O)CC1 (configuration not stated)	10%	-1%	22%	?	-8	-5%	11
Cc1ccc2c(c1)[nH]c1c(=O)n(Cc3ccccn3)cnc12	0%	1%	-17%	0%	15	-4%	9
CCc1ccc(CSc2nccn2-c2ccccc2)cc1	17%	-10%	16%	0%	0	-1%	10
COC(=O)C(C)Oc1ccc(Oc2nc(Cl)ccc2Cl)cc1 (configuration not stated)	-1%	-1%	28%	23%	-1	3%	-25
COc1cc(NS(=O)(=O)c2ccc(-c3ccc(=O)[nH]n3)o2)cc(OC)c1OC	34%[activator]	3%	16%	16%	-2	-4%	-11
O=C(c1cc2ccccc2oc1=O)N(Cc1cccs1)C1CCS(=O)(=O)C1 (configuration not stated)	7%	-3%	-3%	·	47*	-15%	144*
COc1ccc(Cn2nnnc2CN2CCC(O)(c3ccccc3F)CC2)cc1	18%	-1%	-22%	-28%	-2	0%	-7
CCC1CCCCN1CC(O)Cn1c2ccccc2n2c(=O)cc(C)c(C#N)c12 (configuration not stated)	?	-7%	?	4.7µM*	-5	2%	-12
CNC(=O)c1cn(-c2ccccc2)c(=O)c2ccccc12	1%	-3%	5%	70%[activator]	-4	0%	-19
Cc1nc2nc(-c3ccc(F)cc3)cn2nc1C	9%	?	33%[activator]	66%[activator]	32*	?	31
Cc1ccc(S(=O)(=O)N2CCCCC2)cc1NC(=O)C1=NN(c2ccccc2)C(=O)CC1	-10%	-5%	?	?	·	·	·
COc1ccc(C(=O)Nc2nc(N)n(-c3ccccc3)n2)cc1OC	13%	2%	15%	?	-2	-1%	32
CCOc1cccc2sc(=NC(=O)CCS(=O)(=O)c3ccccc3)n(CC)c12	11µM*	-4%	?	?	-2	2%	-3
CCCOC1(NC(=O)c2ccccc2)C(C)=CC(=O)C=C1C	19%	-11%	15%	3.3µM*	-2	-5%	-5
CC(C)CN(C(=O)c1cccs1)C1CCS(=O)(=O)C1 (configuration not stated)	-4%	-12%	1%	2%	·	·	·
CCCN1CCc2c(sc3nc(SC)n(-c4ccccc4)c(=O)c23)C1	?	-3%	0.93µM*	0.74µM*	-3	2%	-7
Cc1ccc(OC(=O)C(C)c2cccc(C(=O)c3ccccc3)c2)cc1 (configuration not stated)	15%	4%	-7%	22%	2	0%	-16
O=C(Cc1cc(=O)[nH]c(=O)[nH]1)NCCN1CCOCC1	3%	5%	7%	9%	-1	3%	-4
COc1ccc(S(=O)(=O)N(C)c2ccc(C(=O)NCc3ccncc3)cc2)cc1	1%	-13%	-4%	-51%	2	-1%	-9
O=C(O)COCCN1CCN(C(c2ccccc2)c2ccc(Cl)cc2)CC1 (configuration not stated)	0%	-6%	6%	·	-6&-6	8%	4&-21
CCOc1ccccc1CNC(=O)C1CCN(C(=O)N2CC(C)Oc3ccc(C)cc32)CC1 (configuration not stated)	?	-12%	?	-23%	-2	2%	7
N#Cc1c(-c2ccncc2)c2c([nH]c1=O)-c1ccccc1OC2	·	·	-8%	-5%	-1	5%	-4
O=c1[nH]c2ccccc2nc1CCc1ccccc1	?	-3%	52%[activator]	96%[activator]	24*	-3%	71*
COC(=O)C(C)Oc1ccc(-c2nccc(-c3ccc(F)cc3)n2)cc1 (configuration not stated)	-9%	-3%	-16%	55%[activator]	-2	5%	26
COC(=O)C(C(=O)OC)c1ncc(C(F)(F)F)cc1Cl	-2%	-2%	17%	9%[1.15 µM]	-1	0%	20
COc1cc(C(=O)N/C(=C\c2cn(C)c3ccccc23)C(=O)NCCCO)cc(OC)c1OC	7%	-2%	19%	?	-5	-4%	-7
CCCCCCCNC(=O)C1(CC2CC(c3ccccc3)=NO2)CCN(C(=O)c2ccccc2)CC1 (configuration not stated)	?	-18%	12µM*	9.3µM*	·	·	·
Cc1ccc(C(=O)c2c3ccc(N)cc3nn2CCC(N)=O)cc1	11%[8.37 µM]	-18%	34%[activator]	?	1	-3%	7
Cc1c(NC(=O)C2CCCN2C(=O)c2cccs2)c(=O)n(-c2ccccc2)n1C (configuration not stated)	-4%	14%	-5%	5%	-2	0%	-1
COC(=O)CSc1nc(COc2ccccc2)nc2ccccc12	-2%	-2%	6%	?	-3	-4%	-5
CCOC(=O)C(NCCCCl)c1ccccc1 (configuration not stated)	16%	-4%	·	77%[activator]	5	5%	32
CC(C)(C)n1nnnc1C(c1ccc(Cl)cc1)N1CCCc2ccccc21 (configuration not stated)	26%	-13%	2.3µM*	33%[activator]	-1	0%	-9
CCNc1ccc2noc3c2c1C(=O)c1ccccc1-3	?	?	35%[activator]	?	17	-14%	21
Cc1cc(NC(=O)C2=C(O)c3ccccc3S(=O)(=O)N2C)no1	-14%	4%&1%	19%&-28%	?	1	6%	-7
COc1ccc(-c2ccc(=O)n(CC(=O)Nc3nnc(C(C)C)s3)n2)cc1OC	14%	5%	-6%	·	-7	-1%	-11
O=c1c2c3c(sc2nc2n1CCCCC2)C(O)CCC3 (configuration not stated)	1%	-6%	73%[activator]	?	55*	-11%	70*
Cc1c(Cl)cccc1NC(=O)CCN1CCC(C(N)=O)CC1	8%	-2%	-17%	-18%	-3	0%	·
CN1CCN(S(=O)(=O)c2ccc(SCCOc3ccccc3)nc2)CC1	-19%	-9%	-10%	?	-1	-5%	-1
COCCCNC(=O)Cn1c(=O)n(CC(=O)N2CCCCC2)c(=O)c2sccc21	0%	0%	15%	22%	-2	-2%	-4
CCOC(=O)c1cn(CC)c2ccc(S(=O)(=O)N3CCC(C)CC3)cc2c1=O	-2%	0%	?	16%	15	2%	3
CCOC(=O)Cc1cnc(NC(=O)CSc2nc(C(C)C)cc(=O)[nH]2)s1	15%	-6%	0%	?	-5	0%	11
CSc1sccc1/C=N/O	11%	-1%	38%[activator]	8%	7	0%	29
Cc1ccc(NS(=O)(=O)c2ccc(Cl)c(C(=O)Nc3ccccc3-c3nc4ccccc4[nH]3)c2)cc1C	3.5µM*	-3%	10µM*	12µM*	9	1%	22
O=C1CCCC(=O)C1C(c1ccc(Cl)cc1)C1C(=O)CCCC1=O	2%	-6%	-25%	-22%	·	·	·
CCNc1nc(C)nc2c1oc1ccccc12	-13%	-4%	24%	0.66µM*	2	-7%	-4
O=C(O)c1ccc(NC(=O)[C@H](Cc2ccc(O)cc2)NC(=O)c2ccccc2)cc1	·	7%	-11%	-13%	-1	·	-3
O=C(Oc1c(Cl)cc(Cl)c2cccnc12)N1CCOCC1	0%	1%	-14%	-4%	-4	-13%	-5
Cc1ccccc1NC1=NCCCS1	0%	1%	-4%	-1%	1	1%	-6
Cc1cc(C)c[n+](-c2nc3ccccc3nc2[N-]S(=O)(=O)c2cccs2)c1	1%	-4%	-3%	?	-1	-4%	2
CCC(Oc1ccc(C)cc1)C(=O)Nc1ccccc1C(=O)N1CCOCC1 (configuration not stated)	19%	-4%	-2%	4%	-4	-3%	-5
Cc1occc1C(=O)Nc1ccccc1C#N	16%	4%	8%	-9%	8	-3%	-8
O=C(COC(=O)/C=C/c1cccc(F)c1)Nc1ncccn1	16%	-1%	96%[activator]	34%[activator]	-2	0%	-4
Clc1ccccc1CN1CCN(c2cccc3[nH]ccc23)CC1	13%	-9%	35%[activator]	30%[activator]	-3	4%	-2

Entries of single compounds, looked up by structure. Order of screens: HCV inh, Tb PYK inh, Pf growth 48h, Pf growth 96h, CHX counter, LmPK inh, Shiga toxin inh
Cc1ccccc1NC1=NCCCS1 as listed: 0%, 1%, -4%, -1%, 1, 1%, -6
Cc1occc1C(=O)Nc1ccccc1C#N as listed: 16%, 4%, 8%, -9%, 8, -3%, -8
O=C(O)c1ccc(NC(=O)[C@H](Cc2ccc(O)cc2)NC(=O)c2ccccc2)cc1 as listed: ·, 7%, -11%, -13%, -1, ·, -3
O=C(Oc1c(Cl)cc(Cl)c2cccnc12)N1CCOCC1 as listed: 0%, 1%, -14%, -4%, -4, -13%, -5
